# Assay outcomes: PubChem BioAssay, several laboratories
# PfHsp90 yeast 2 – growth inhibition of PfHsp90-expressing yeast, primary screen, antimalarial PfHsp90 inhibitor project, S. cerevisiae, BacTiter-Glo luminescence, single point, set 2. hit rate 0.32% among 310,000. AID 504621, 2011. inhibition, % at 9.4 µM. BacTiter-Glo ATP, 48 h; yeast lacking PDR1 and PDR3 efflux regulators;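 active = every replicate shows inhibition above about 80%, whatever the replicate mean, limit read from the data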;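 also: 0% = DMSO neutral controls and 100% = 20 µM radicicol positive controls; yeast relying on Plasmodium falciparum Hsp90 in place of its own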
# phage Ecoli inh – growth loss of phage-infected E. coli, primary screen, RecBCD inhibitor project, absorbance, with phage, HTS; inhibition, % at 11.9 µM; AID 651602, 2012; hit rate 0.26% among 360,000; in the data active = inhibition above about 11%
# Ecoli viability – E. coli V3065 growth inhibition, primary screen, counter-screen for AddAB inhibitor project, absorbance, OD600; 18 h; inhibition, % at 11.9 µM; hit rate 0.27% among 330,000;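 active = inhibition above the campaign's mean inhibition across all tested compounds plus 3 SD, cut at about 9.9% in these data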;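 also: uninfected addAB+ strain grown without phage in ampicillin broth; 0% = DMSO wells and 100% = ciprofloxacin 0.95 µg/ml wells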
# Tat export inh – E. coli Tat export inhibitors, primary screen, MC4100, TorA-mCherry reporter, fluorescence, single point. hit rate 0.036% among 340,000. inhibition, % at 10 µM. AID 488895, 2010;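 active = mean replicate inhibition at least 50% and at least half of replicates individually reaching 50%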;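 also: exported cargo escapes ClpAP degradation while cytoplasmic cargo is degraded and loses fluorescence; 0% = median of neutral control wells and 100% = median of NaSCN control wells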
# Pemphigus Ab inh – inhibitors of pemphigus antibody binding to DSG3, primary screen, biochemical, bead-based, flow cytometry, scFv-GFP; Desmoglein-3 (Homo sapiens), P32926; DSG3-coupled beads, scFv-anti-DSG3-GFP binding; stronger effect = lower value; binding (percent of control), % at 10 µM; hit rate 0.48% among 310,000;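 active = binding more than 3 SD below its plate's average and above zero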; also: some compounds called inactive have numbers as strong as hits
# PKA-R1A activ – activators of PKA-R1A holoenzyme, primary screen, biochemical, fluorescence polarization, Cy5-IP20, bovine R1A, mouse PKAc; cAMP-dependent protein kinase type I-alpha regulatory subunit (Bos taurus) + …; PKA-R1A dissociation; scaled: DMSO 0%, 113 µM cGMP 100%; activation, % at 11.4 µM; hit rate 0.083% among 340,000; AID 504707, 2011;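 active = percent activation above the mean of all tested compounds plus 3 SD, cut at about 19% in these data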;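 also: higher means more PKAc released from R1A so a rise in polarization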
# AddAB inh – growth inhibition of E. coli expressing H. pylori AddAB, primary screen, AddAB inhibitor project, absorbance. inhibition, % at 11.9 µM. hit rate 0.29% among 330,000. AID 435030, 2010; in the data active = inhibition above about 12%;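 also: 0% = vehicle wells of infected cells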
# Arrestin-AP2 inh – inhibitors of beta-arrestin/AP2 binding, primary screen, biochemical, GPCR trafficking, flow cytometry | FITC-arrestin peptide / GST-AP2 beads; AP2 beta2 appendage carries R879A mutation | inhibition, % at 10 µM | hit rate 0.31% among 340,000 | AID 504490, 2011;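 active = inhibition above a set limit, near 3 SD of compounds lacking own fluorescence, cut at about 54% in these data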;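 also: plate controls were DMSO wells for no effect and 5 µM unlabelled arrestin peptide for full effect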
#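 test system = AP2 appendage R879A on GSH beads | buffer or medium = PBS plus Tween 20 (0.05%) and BSA (0.1%) | incubation = 12 min plus 1 h, RT | detection = bead flow cytometry, FITC channel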
# MOR-DOR inv ag – inverse agonists of MOR-DOR heterodimerization, primary screen, cell-based, luminescence. hit rate 0.21% among 340,000. Mu-type opioid receptor (Homo sapiens) + Delta-type opioid receptor (Homo sapiens), …. inhibition, % at 9.3 µM. cell-based MOR-DOR heterodimer luminescence, inverse agonism. AID 504357, 2011; in the data active = inhibition above about 22%, passing the limit was not always enough;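 also: 0% = cells with DMSO and 100% = wells without cells with DMSO; values of inactives mirror those of a sister screen read the other way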
# Target sequence (P35372 whole entry, looked up): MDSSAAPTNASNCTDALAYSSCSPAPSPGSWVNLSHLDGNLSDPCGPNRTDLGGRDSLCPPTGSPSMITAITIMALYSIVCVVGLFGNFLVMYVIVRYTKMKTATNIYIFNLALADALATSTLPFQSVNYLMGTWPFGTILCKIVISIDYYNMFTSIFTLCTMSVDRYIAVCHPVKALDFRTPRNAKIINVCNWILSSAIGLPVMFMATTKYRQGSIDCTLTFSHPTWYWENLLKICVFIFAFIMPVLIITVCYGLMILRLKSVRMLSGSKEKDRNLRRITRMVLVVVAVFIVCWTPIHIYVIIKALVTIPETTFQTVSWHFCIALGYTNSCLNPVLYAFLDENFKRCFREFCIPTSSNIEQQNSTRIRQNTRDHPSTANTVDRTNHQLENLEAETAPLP
# Target sequence (P41143 whole entry, looked up): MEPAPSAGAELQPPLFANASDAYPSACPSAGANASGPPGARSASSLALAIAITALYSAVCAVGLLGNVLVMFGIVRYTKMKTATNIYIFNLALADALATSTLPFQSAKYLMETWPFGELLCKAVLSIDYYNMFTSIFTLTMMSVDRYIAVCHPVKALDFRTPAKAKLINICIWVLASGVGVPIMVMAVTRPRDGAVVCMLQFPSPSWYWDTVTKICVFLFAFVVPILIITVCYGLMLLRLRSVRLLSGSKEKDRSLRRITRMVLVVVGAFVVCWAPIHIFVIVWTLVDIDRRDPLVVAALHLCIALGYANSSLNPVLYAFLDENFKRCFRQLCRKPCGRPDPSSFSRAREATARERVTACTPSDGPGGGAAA
# OPRM1-OPRD1 ag – agonists of OPRM1-OPRD1 heterodimerization, primary screen, cell-based, luminescence; Mu-type opioid receptor (Homo sapiens) + Delta-type opioid receptor (Homo sapiens), …; cells; activation, % at 9.3 µM; hit rate 0.3% among 340,000; AID 504326, 2011; in the data active = activation above about 18%;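 also: 0% = vehicle-treated cells and 100% = reference agonist; values of inactives mirror those of a sister screen read the other way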
# SUMO Mot1 rescue – yeast Mot1-301 growth rescue at high temperature, primary screen, SUMOylation pathway inhibitor project, S. cerevisiae, ATP luminescence, 38.5C. S. cerevisiae Mot1-301 growth rescue; percent above DMSO median, 100 means doubled. growth rescue, % at 18.8 µM. hit rate 1% among 320,000. AID 2716, 2010;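 active = every valid replicate shows activation above 250% relative to neutral control wells; inactive = the rest, any valid replicate at or below 250%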;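 also: OY570 slx delta 5 strain wells were the positive control but not used for scaling; some compounds called inactive have numbers as strong as hits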
# The depositor's hits bear a star; i = inactive; . = not tested or not shown.
SMILES,PfHsp90 yeast 2,phage Ecoli inh,Ecoli viability,Tat export inh,Pemphigus Ab inh,PKA-R1A activ,AddAB inh,Arrestin-AP2 inh,MOR-DOR inv ag,OPRM1-OPRD1 ag,SUMO Mot1 rescue
COc1ccc(CNC(=O)C2CCCN2S(=O)(=O)c2ccc(Cl)cc2)cc1 (centres undefined),13,1.9,0.7,-2,96,7,3.9,10,11,-1.9,101
CC(Cc1cccs1)NC(=O)Nc1ccccc1 (centres undefined),-3,0.5,0.7,0,98,-6,0.9,4,-5,0.7,66
CCCCCc1cc(=O)oc2c(C(CCN3CCCCC3)c3cc(OC)c(OC)c(OC)c3)c(OC)cc(OC)c12 (centres undefined),5,1.8,-3.2,20,108,5,0.6,-3,8,-1.4,-24
COc1ccc(CCNC(=O)CCn2c(SCC#N)nc3ccccc3c2=O)cc1OC,.,4.5,-2.9,6,102,0,-1.8,37,8,-1.6,9
Cc1ccc(C(C(=O)NC(C)(C)C)N(Cc2ccco2)C(=O)Cn2nnc(-c3cccs3)n2)cc1 (centres undefined),.,3.8,0.4,-2,.,7,-0.5,-10,7,-1.1,-6
CC(C)NC(=O)Cn1c(SCC(=O)NC2CCCC2)nc2ccccc21,-7,1.2,-2.6,5,102,2,1.2,1,.,.,-3
Cc1cccc(-c2nc3c(c(SCC(N)=O)n2)CCCC3)c1,-9,0.6,-1.2,-6,95,-2,-1.0,6,7,-1.2,.
CCOC(=O)NN1C(=O)c2ccccc2NC1c1ccc(OC)cc1OC (centres undefined),0,1.2,0.2,-1,109,-6,-1.4,30,11,-2.3,-11
C=CCNC(=O)N1CCCC(C(=O)c2cccc(Cl)c2)C1 (centres undefined),-8,0.7,-0.7,-5,86,-3,-1.3,2,1,-0.1,62
O=C(NC(=S)NCc1ccco1)c1cccc(Cl)c1,-15,3.6,0.5,1,.,-12,1.2,14,-20,3.6,32
Cc1cc(Br)ccc1NC(=S)NCCc1ccccc1,10,4.8,.,5,.,5,.,15,-39,7.5,9
CCOCCCNC(=O)c1ccc2c(c1)ncn2-c1cccc(C)c1,-7,1.2,-1.5,-9,99,-6,1.8,-20,12,-2.6,9
C[C@H](CO)N1C[C@H](C)[C@@H](CN(C)C(=O)Nc2ccccc2)Oc2c(NC(=O)NC3CCCCC3)cccc2C1=O,-14,0.3,2.0,3,98,-3,3.4,1,8,-1.4,-1
Cc1cccc(OC(=O)n2c(=S)oc3cc(Cl)ccc32)c1,18,4.2,3.5,-9,101,-2,2.1,-2,-6,1.0,57
CCOC(=O)c1c(C)c(C(=O)O)n(C)c1C,15,3.8,-1.0,-11,103,8,0.0,-8,0,-0.1,14
CC(C)c1cc(N=O)cc(C(C)C)c1O,1,0.2,.,-3,111,-5,.,-5,-7,1.6,.
CC(=O)Nc1nc(-c2cc([N+](=O)[O-])cs2)cs1,11,1.9,3.9,-5,92,3,5.9,17,2,-0.4,16
N#Cc1ccccc1NC(=O)CNc1cc(S(=O)(=O)N2CCOCC2)ccc1NCC1CCCO1 (centres undefined),4,-0.5,.,0,101,7,.,19,-2,0.4,.
CCCn1c(SCC(=O)Nc2ccc(OC)cc2)nnc1-c1ccncc1,.,0.5,-1.5,-3,102,-7,1.0,5,5,-1.0,2
COc1ccc(CNC(=O)C2CC(c3ccc(OC)cc3)=NO2)cc1 (centres undefined),.,1.1,3.0,-13,105,-1,3.5,1,10,-1.9,i
Cc1ccc(C(=O)COC(=O)c2cn(-c3ccccc3)nc2-c2ccccc2)cc1[N+](=O)[O-],-9,3.8,2.7,5,97,7,3.4,22,1,-0.2,2
COc1cccc(OC)c1NC(=O)C1CCCN1C(=O)Nc1cccc(Cl)c1 (centres undefined),-22,-0.5,-0.3,-1,102,-6,-1.5,26,12,-2.3,231
CC(C)(C)c1ccc(C(=O)NNC(=O)c2ccc(Cl)cc2)cc1,4,5.6,0.3,2,94,-3,0.2,9,-18,2.7,.
Cc1noc(C(=O)Nc2c(C)nn(Cc3ccccc3)c2C)c1Cl,2,1.9,-0.4,2,103,-13,-0.1,-2,8,-1.6,46
COc1cc(C(C)=O)ccc1OCC(O)CN1CCN(c2ccccc2)CC1 (centres undefined),5,2.1,-2.1,-2,111,-8,2.6,-13,12,-2.4,-9
Cc1cc(-c2ccc(S(=O)(=O)N3CCN(C)CC3)s2)on1,-1,0.9,1.8,-4,99,1,1.4,-3,10,-1.8,0
Cn1c(CNc2ccccc2)nc2ccccc21,-29,2.8,1.9,-6,102,1,-1.3,-6,8,-1.4,-1
CCOc1ccc(NC(=O)CC2S/C(=N/N=C3CCCCCC3)NC2=O)cc1 (centres undefined),-3,1.2,-3.1,2,102,-6,1.6,24,10,-2.5,-19
COCCCNC(=S)NCCCNc1nc2cc3c(cc2cc1C#N)OCO3,16,1.5,-2.5,3,100,-2,-0.3,4,0,0.0,4
Cc1nc(-c2ccccc2)sc1-c1nc(-c2ccccc2)ncc1S(=O)(=O)c1ccccc1,-35,2.7,-0.6,-1,91,9,1.7,13,9,-1.6,-5

# 2 consecutive records out of the list so far:
SMILES,PfHsp90 yeast 2,phage Ecoli inh,Ecoli viability,Tat export inh,Pemphigus Ab inh,PKA-R1A activ,AddAB inh,Arrestin-AP2 inh,MOR-DOR inv ag,OPRM1-OPRD1 ag,SUMO Mot1 rescue
COc1cc(C(C)=O)ccc1OCC(O)CN1CCN(c2ccccc2)CC1 (centres undefined),5,2.1,-2.1,-2,111,-8,2.6,-13,12,-2.4,-9
Cc1cc(-c2ccc(S(=O)(=O)N3CCN(C)CC3)s2)on1,-1,0.9,1.8,-4,99,1,1.4,-3,10,-1.8,0

# (continued)
SMILES,PfHsp90 yeast 2,phage Ecoli inh,Ecoli viability,Tat export inh,Pemphigus Ab inh,PKA-R1A activ,AddAB inh,Arrestin-AP2 inh,MOR-DOR inv ag,OPRM1-OPRD1 ag,SUMO Mot1 rescue
CCCCOc1ccc(NC(=O)C2OC3OC(C)(C)OC3C3OC(C)(C)OC23)cc1 (centres undefined),20,3.2,1.1,-2,85,-7,1.3,0,13,-2.7,6
COc1ccc(C(=O)CCN2CCCC(C)C2)cc1 (centres undefined),-3,-0.2,-3.6,-4,94,9,0.3,18,9,-1.9,-4
Cc1cc(=O)n(C)c(=O)n1CC(=O)N1CCCCCC1,-2,2.9,-1.6,2,109,5,1.3,10,-2,0.4,-16
O=C(CCCC(=O)NCc1ccc(F)cc1)NCc1ccc(F)cc1,-27,2.8,-1.1,-9,95,2,1.4,-10,5,-0.9,295
Cc1ccc(C(=O)CSc2nnc(-c3cccnc3)n2N)cc1,-4,2.4,-0.5,8,98,-15,2.6,7,-1,0.2,-6
CCCCN=C1NC(=O)C(CC(=O)NCCc2ccc(OC)cc2)S1 (centres undefined),17,5.5,-1.3,-7,101,1,2.3,10,18,-3.6,29
Cc1cc([N+](=O)[O-])nn1CC(=O)N/N=C/c1ccccc1F,10,1.3,-0.2,-4,.,-15,0.4,-11,8,-1.7,-2
CCCCCC(=O)NC(=S)Nc1cccc(C(C)=O)c1,7,1.8,-1.6,-4,92,-10,1.2,-3,-14,2.0,-2
CC(C)c1ccc(NC(=S)NC2CC3C=CC2C3)cc1 (centres undefined),-15,6.0,1.1,5,.,-5,5.3,-13,-15,3.0,14
Cc1ccc(OC(C)C(=O)Nc2ccccc2C(=O)N2CCN(C)CC2)cc1 (centres undefined),-2,0.3,0.0,8,120,-2,0.6,3,4,-0.7,1
CCOc1ccc(S(=O)(=O)NCCC(=O)NCc2ccc(OC)c(OC)c2)cc1,-12,-2.0,1.0,-3,103,5,2.8,-5,14,-3.6,-1
Cc1[nH]c2ccccc2c1CC(=O)O,25,3.1,-1.7,-8,96,3,0.2,-10,6,-1.2,-1
Cc1ccc2cc(C(c3nnnn3C3CCCC3)N3CCOCC3)c(=O)[nH]c2c1C (centres undefined),-4,-0.2,-1.7,-11,97,-10,0.2,-2,15,-3.1,29
COc1ccccc1N1CCN(CCCC(=O)c2ccc(F)cc2)CC1,-5,4.6,1.7,-3,99,-3,-1.3,-2,1,-0.2,26
Cc1ccc(NC(=O)CS(=O)Cc2nc(-c3ccc(C)cc3)oc2C)cc1 (centres undefined),10,1.9,-2.0,6,98,-5,0.8,14,-28,4.8,11

# 6 compounds out of the list above, arranged by the number in Pemphigus Ab inh, ascending.
molecule	Pemphigus Ab inh
CC(C)(C)c1ccc(C(=O)NNC(=O)c2ccc(Cl)cc2)cc1	94
O=C(CCCC(=O)NCc1ccc(F)cc1)NCc1ccc(F)cc1	95
Cc1ccc2cc(C(c3nnnn3C3CCCC3)N3CCOCC3)c(=O)[nH]c2c1C (centres undefined)	97
CC(Cc1cccs1)NC(=O)Nc1ccccc1 (centres undefined)	98
N#Cc1ccccc1NC(=O)CNc1cc(S(=O)(=O)N2CCOCC2)ccc1NCC1CCCO1 (centres undefined)	101
Cc1cc(=O)n(C)c(=O)n1CC(=O)N1CCCCCC1	109

# Next structures follow:
SMILES,PfHsp90 yeast 2,phage Ecoli inh,Ecoli viability,Tat export inh,Pemphigus Ab inh,PKA-R1A activ,AddAB inh,Arrestin-AP2 inh,MOR-DOR inv ag,OPRM1-OPRD1 ag,SUMO Mot1 rescue
CC1CN(c2nc3ccccn3c(=O)c2C=O)CC(C)O1 (centres undefined),-7,1.2,-0.4,0,96,4,0.3,18,16,-3.1,289
CCc1cc(C(=O)N2CCCC(C(=O)c3ccc(C(F)(F)F)cc3)C2)n(C)n1 (centres undefined),16,-0.5,.,4,.,13,.,14,7,-1.3,.
CCOc1ccc2oc(C(=O)N3CCN(c4ccccn4)CC3)c(C)c2c1,-20,-0.4,.,-2,108,-6,.,-6,-11,2.7,82
CCc1ccc(/C=C(/C#N)C(N)=S)s1,15,4.2,-1.0,14,106,-3,3.5,11,21,-4.4,16
CCN(CC)C(=S)SC1CCCCN(C(=O)c2ccc(F)cc2)C1=O (centres undefined),25,3.2,2.3,9,92,1,2.2,-8,14,-2.6,-15
